USP2a block: inhibitors of human ubiquitin-specific protease USP2a. USP2 core, Ub-CHOP2 coupled fluorogenic reporter, 485/531. hit rate 0.01% among 330,000. Potency, µM (doses to about 38.3 µM), inactives show at the top dose activity change, negative = inhibition, hits mostly inhibitors. O75604;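 note: potency is the fitted concentration of half-maximal effect; plate controls were DMSO wells for no effect and full inhibition by NEM control for full effect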
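Cell-free coupled assay: 10nM USP2 core preincubated 30min RT with compound in Tris-HCl pH 8.0/CaCl2/CHAPS buffer, then 25nM Ub-CHOP2 and 25nM reporter substrate; fluorescence (Ex 485/Em 531) read after 60min RT, normalized to NEM inhibition, concentration-response curves fitted.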
hERG WT inh: inhibitors of human wildtype KCNH2 potassium channel; Q12809; U2OS, BacMam KCNH2, thallium flux FluxOr; active compounds read low; activity change, % at 1.84 µM; hit rate 0.37% among 340,000; AID 720551;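 active = maximum activity change below -70%; inconclusive = maximum activity change between -70% and -50%; inactive = maximum activity change above -50%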; note: % is set by controls: 0 for no effect and ±100 for the full control effect
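U2OS cells were transduced with wild-type KCNH2 virus (2.03 x 10^8 / mL) for 4 h at room temperature, then cultured overnight at 37 C. Thallium flux was read with FluxOr dye. Rate constants were normalized to DMSO controls.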
PKM2 activator: increases activity of human pyruvate kinase M2; purified PKM2, Kinase-Glo ATP luminescence, activation; response scale: 0% is enzyme alone, no compound; P14618; Potency, µM (top dose mostly 57.5 µM), for the others: at the highest dose activation, usual class: activators; AID 1631; hit rate 0.34% among 260,000; note: potency is the fitted concentration of half-maximal effect; % is set by controls: 0 for no effect and ±100 for the full control effect; nearly all actives have a fitted effect of over 55% in size
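Purified hPK-M2 (>95%) run at intermediate activity with 0.1 mM ADP and 0.5 mM PEP in 50 mM imidazole pH 7.2, KCl, MgCl2; 1 h room temperature. ATP formed read by Kinase-Glo luminescence; normalized to uninhibited and no-enzyme controls.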
B2AR arrestin: agonists driving beta-arrestin recruitment to human beta2-adrenergic receptor; Potency, µM (series often up to 46.1 µM), for inactives: top-dose activation, hits mostly activators; beta-arrestin recruitment to beta2AR, cell-based reporter; P07550; hit rate 0.02% among 330,000;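 note: potency is the fitted concentration of half-maximal effect; 0% = DMSO controls and full agonism = EC100 isoproterenol or metaproterenol; nearly all actives have a fitted effect of over 65% in size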
Target sequence (P07550 whole entry, looked up): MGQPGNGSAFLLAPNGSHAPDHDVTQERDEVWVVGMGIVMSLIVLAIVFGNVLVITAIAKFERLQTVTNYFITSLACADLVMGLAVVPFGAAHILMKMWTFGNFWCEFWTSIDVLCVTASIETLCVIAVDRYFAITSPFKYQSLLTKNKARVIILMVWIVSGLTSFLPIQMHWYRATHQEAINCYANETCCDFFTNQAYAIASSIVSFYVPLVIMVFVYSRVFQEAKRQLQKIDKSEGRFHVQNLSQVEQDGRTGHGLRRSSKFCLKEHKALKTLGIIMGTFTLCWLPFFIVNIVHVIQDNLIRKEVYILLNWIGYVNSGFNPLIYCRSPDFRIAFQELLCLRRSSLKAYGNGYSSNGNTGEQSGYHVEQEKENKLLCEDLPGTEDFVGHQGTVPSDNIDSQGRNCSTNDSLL
KCNH2 3.1 inh: blocks the human KCNH2 3.1 channel isoform; U2OS KCNH2 3.1, thallium flux FluxOr; active compounds read low; activity change, % (tested at about 1.8 µM); hit rate 0.95% among 340,000; AID 720553;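 active = maximum activity change below -70%; inconclusive = maximum activity change from -70% to -50%; inactive = maximum activity change above -50%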;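 note: thallium influx rate constant from kinetic fluorescence after stimulation buffer; % is set by controls: 0 for no effect and ±100 for the full control effect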
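Thallium flux read-out: FluxOr dye with Red40 quencher in HBSS/HEPES, 45 min at RT. Rate constants from kinetic reads were normalized to positive and negative DMSO controls. Cells: U2OS virally expressing the 3.1 isoform.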
GALK inh: inhibitors of human galactokinase | AID 1868 | Purified GALK, Kinase-Glo residual ATP luminescence | Potency, µM (series often up to 57.5 µM), without a hit: at the highest dose activity change, negative = inhibition, actives largely listed as inhibitors | P51570 | hit rate 0.007% among 270,000; note: potency is the fitted concentration of half-maximal effect; % is set by controls: 0 for no effect and ±100 for the full control effect
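ATP-depletion format; final 35 uM ATP, 100 uM D-galactose, 5 nM enzyme; pH 8.0 HEPES/Mg2+ buffer; 60 min RT; luminescence read 10 min after detection reagent.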
Giardia kill: Giardia lamblia killing; activity change, % at 7.66 µM, hits read low; AID 540267; Giardia lamblia trophozoite viability; hit rate 0.15% among 340,000; in the data active = activity change below about -80%; inconclusive = between about -30% and that limit;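 note: parasites exposed to compound for two days anaerobically before the ATP read; % is set by controls: 0 for no effect and ±100 for the full control effect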
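Trophozoites 100 cells/well + cpd; 48 hrs, 37 deg C, anaerobic. ATPLite 1-Step added, 15-30 min RT, luminescence read (ATP-based viability).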
Menin-MLL TR inh: menin-MLL binding inhibition, Texas Red mutant peptide; AID 1768; Menin + Texas Red MLL mutant peptide, fluorescence polarization; hit rate 0.23% among 270,000; Potency, µM (titrated, usually from 61.6 µM), without a hit: at the top dose FP activity change, negative = inhibition, usual class: inhibitors; O00255; active = well fitted inhibition curve with a large enough effect in the polarisation, with a control signal flat, not every such curve was filed as active; inconclusive = small, poorly fitted or top-dose-only effect, or effect the other way, or a change in a side signal; inactive = no such curve, though single readings can be large or run the other way; the % refers to the polarisation; note: potency is the fitted concentration of half-maximal effect; % of control where 0% means no effect; many of its hits are not listed in these tables
Target sequence (O00255 whole entry, looked up): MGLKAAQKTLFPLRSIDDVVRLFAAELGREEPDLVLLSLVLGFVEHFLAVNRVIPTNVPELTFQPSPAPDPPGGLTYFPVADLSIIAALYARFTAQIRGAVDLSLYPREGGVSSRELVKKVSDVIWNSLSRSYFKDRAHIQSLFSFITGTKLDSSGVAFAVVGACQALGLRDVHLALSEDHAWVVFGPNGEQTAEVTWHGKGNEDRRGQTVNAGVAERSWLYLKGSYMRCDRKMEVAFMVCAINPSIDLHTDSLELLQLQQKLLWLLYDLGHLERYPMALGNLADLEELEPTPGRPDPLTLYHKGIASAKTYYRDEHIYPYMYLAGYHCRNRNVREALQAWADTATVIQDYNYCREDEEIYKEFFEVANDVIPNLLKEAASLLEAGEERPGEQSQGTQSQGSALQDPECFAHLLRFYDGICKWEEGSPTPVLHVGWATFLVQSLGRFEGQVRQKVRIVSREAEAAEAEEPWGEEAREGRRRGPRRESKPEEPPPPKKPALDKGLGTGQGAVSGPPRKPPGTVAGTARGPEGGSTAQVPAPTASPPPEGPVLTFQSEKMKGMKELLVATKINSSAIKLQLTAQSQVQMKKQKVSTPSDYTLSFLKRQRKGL
Coupling enz: counter-screen for Giardia aldolase inhibitors: coupling enzyme system | coupling enzyme system counterscreen, AmpLite Red fluorescence | activity change, negative = inhibition, % at 58.2 µM, hits read low | hit rate 0.67% among 290,000; in the data active = activity change below about -30%; note: % is set by controls: 0 for no effect and ±100 for the full control effect
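Coupling enzymes only (glyceraldehyde-3-phosphate) + compound, at 57.5 uM final, 10 min RT; add substrate/coupling/AmpLite Red mix, 20 min RT; fluorescence ex 525/em 598 nm. Actives flag coupling-system interference.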
TRPV1 agonist: agonists of human vanilloid receptor 1 (TRPV1); TRPV1-expressing cells, Fluo-8 calcium influx, agonist mode; activation, % at 8.33 µM; hit rate 0.19% among 320,000; in the data active = activation above about 80%; inconclusive = between about 30% and that limit; note: 0% is about no effect
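Fluo-8 calcium influx in TRPV1-expressing cells, kinetic read (ex 480/em 520 nm). Compound added and read 3 min for agonist activity, followed by capsaicin at EC20 final and 2 min further read for enhancement.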
CXXC DNA block: blocks binding of human MLL CXXC domain to DNA | Q03164 | hit rate 0.037% among 290,000 | MLL-CXXC / FITC-HOXA9 DNA fluorescence polarization | Potency, µM (titrated, usually from 115 µM), inactives show at the highest dose activity change, negative = inhibition, usual class: inhibitors; active = well fitted inhibition curve with a large enough effect in the polarisation, with a control signal flat, not every such curve was filed as active; inconclusive = small, poorly fitted or top-dose-only effect, or effect the other way, or a change in a side signal; inactive = no such curve, though single readings can be large or run the other way; the % refers to the polarisation; note: potency is the fitted concentration of half-maximal effect
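Fluorescence polarization: 7 uM MLL-CXXC (stock) preincubated 5 min with compounds, then 50 nM fluorescein-HOX-A9 DNA (stock) added; 30 min ambient. Buffer 50 mM Tris-HCl pH 7.5, 50 mM NaCl, 1 mM DTT, 0.05% BSA.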
Numbers without * were called inactive; ? = inconclusive; nt = not tested or not shown; [ ] = another dose, or the depositor's remark. Unless noted, calls come from the whole dose curve; as a rule, active = well fitted curve in the direction sought with a large enough effect; inconclusive = small, poorly fitted or top-dose-only effect, or another doubt; inactive = no such curve, though single readings can be large; an effect the other way counts as inactive or inconclusive. A portion of the library. The share of hits here may be higher or lower than overall.

SMILES	USP2a block	hERG WT inh	PKM2 activator	B2AR arrestin	KCNH2 3.1 inh	GALK inh	Giardia kill	Menin-MLL TR inh	Coupling enz	TRPV1 agonist	CXXC DNA block
CCN(Cc1ccccc1)C(=O)c1cccc(S(=O)(=O)N2CCN(Cc3ccccc3)CC2)c1	0%	3	nt	0.3%	15	nt	12	nt	nt	?	nt
O=C(NCCc1ccccn1)/C(=C/c1ccco1)NC(=O)c1ccccc1	-2%	-1	-11%	0.3%	26	1%	11	13%	-1	-1	-7%
CCCOc1ccccc1C(=O)N(Cc1ccco1)C1CCS(=O)(=O)C1 (stereo not given)	-2%	-15	2%	-0.1%	-11	0%	-15	4%	-2	2	-5%
C/C(CC(=O)Nc1ccccn1)=N\NC(=O)c1ccncc1	2%	nt	0%	-0.4%	nt	5%	nt	3%	0	-2	2%
O=C(Nc1ccccc1)N1CCCN(Cc2c(F)cccc2Cl)CC1	0%	-8	?	-0.8%	10	nt	0	nt	2	?	-7%
COc1ccc(CNC(=O)c2noc3c2CCCC3)cc1	-8%	-3	-2%	0.5%	9	-1%	10	6%	0	13	-8%
O=C(Cn1nnc2ccccc2c1=O)N[C@H](C(=O)O)c1ccccc1	1%	-11	0%	0.2%	-10	4%	30	nt	4	0	-5%
COc1ccc2oc(C(=O)OCC(=O)NCCN3C(=O)CSC3=O)c(C)c2c1	0%	4	-2%	0.2%	0	1%	15	-6%	-1	3	-1%
Cc1cc(=O)oc2cc(OCC(=O)Nc3nccs3)ccc12	2%	11	nt	-0.2%	24	3%	-9	-6%	-4	1	8%
Cc1onc(-c2c(F)cccc2Cl)c1C(=O)OCC(=O)Nc1c(C)n(C)n(-c2ccccc2)c1=O	-1%	-19	-14%	0.3%	-3	-1%	-5	0%	4	-3	-1%
O=C1NC(c2cc3c(cc2Cl)OCO3)Oc2ccccc21 (stereo not given)	2%	-7	-1%	0.1%	-4	-4%	0	14%	2	-3	-28%
O=C(CSc1nnc(COc2ccccc2)n1-c1ccccc1)c1ccccc1	-2%	-7	2%	0.0%	4	-2%	-7	?	4	8	19%
O=C(CCCC(=O)Nc1ccccc1Br)N/N=C/c1c(F)cccc1Cl	7%	-1	-5%	0.2%	0	0%	7	10%	-13	8	-4%
O=C(Nc1ccc(O)cc1)/C(=C\c1cccs1)NC(=O)c1ccccc1	2%	-20	5%	-0.1%	-1	2%	-8	6%	1	6	4%
Cn1c2c(c(=O)n(C)c1=O)CN(Cc1ccc(F)cc1)CN2	-2%	12	3%	0.1%	15	0%	-4	1%	2	0	8%
Cc1ccc(S(=O)(=O)NC(C)C(=O)NC2CCCCCC2)cc1 (stereo not given)	-6%	15	-5%	-2.2%	-9	-4%	1	-5%	5	0	-1%
Cc1cccc(C(=O)NCCNC(=O)c2cccc(C)c2)c1	1%	-264*	1%	0.1%	nt	0%	17	-6%	3	16	7%
CCCc1nc2ccccc2n1CCOc1ccccc1	0%	20	12%	-0.6%	-5	-2%	-14	-11%	6	0	3%
COc1ccc(N2CCN(C(=O)CNC(=O)c3cn(-c4ccccc4OC)c(=O)c4ccccc34)CC2)cc1	3%	-9	-2%	0.2%	-1	2%	-8	-21%	-7	10	2%
Cc1cccc(NC(=O)CN2C(=O)N/C(=C\c3ccc(-c4cccc(C(=O)O)c4)o3)C2=O)c1	0%	19	20%	2.9%	15	-6%	8	nt	-5	-3	-12%
C/C(=N\NC(=O)Cc1cccn1C)c1ccc2ccccc2c1	-1%	-10	3%	0.0%	9	2%	13	0%	0	-3	8%
COc1cccc2cc(C(=O)CS(=O)(=O)c3ccc(Cl)cc3)c(=O)oc12	1%	-9	nt	-0.7%	-14	-12%	-15	nt	nt	0	-24%
CCCOc1ccc(C(F)(F)F)cc1NS(=O)(=O)c1ccc(Cl)nc1	0%	-1	nt	-4.2%	-11	nt	13	nt	nt	2	nt
O=c1oc2cc(O)ccc2cc1-c1ccccc1	0%	-6	7%[0.46 µM]	0.1%	20	7%	-23	10%	3	22	7%
O=C(O)Cc1sc(NC2CCCCC2)nc1-c1ccc(Cl)cc1	-4%	1	-2%	-0.7%	0	7%	9	7%	7	28	2%
COC(=O)C1C(=O)C2=C(CC1C)NC(=O)CC2c1ccccc1 (stereo not given)	0%	16	6%	-0.6%	nt	3%	-21	-5%	3	-1	-2%
CCC(=O)Nc1ccc(C(=O)COC(=O)c2nc3nccc(C)n3n2)cc1	1%	-1	nt	-0.3%	-8	nt	-8	nt	nt	-2	nt
CCOc1nc(-c2ccccc2)ccc1-c1noc(COC)n1	-1%	-6	-5%	-0.6%	-5	-7%	2	15%	0	?	4%
Cc1nn(C)c(C)c1S(=O)(=O)N1CCC(C(=O)NC2CCCc3ccccc32)CC1 (stereo not given)	0%	7	5%	-0.2%	0	1%	37[activator]	-1%	4	1	3%
COc1cc(C(O)P(=O)(OCCC(C)C)c2ccc(N(C)C)cc2)cc(OC)c1OC (stereo not given)	5%	-2	0%	-0.7%	-9	-3%	2	nt	2	nt	-11%
O=S(=O)(Nc1cccc2ccccc12)c1cccc2nonc12	-1%	1	-2%	-0.7%	-2	nt	26	nt	-1	13	-7%
Cc1ccc(CCN2CC(C(=O)NCCCN3CCCCCC3)CC2=O)cc1 (stereo not given)	-4%	-6	-12%	0.0%	5	1%	9	-18%	6	1	-13%
O=C(Nc1ccccn1)c1ccc(COc2ccccc2Cl)o1	3%	2	1%	-0.6%	-8	-3%	5	50%[activator]	-3	?	-3%
CCCN(CCC)Cc1cc2ccccc2c2c1COC2	0%	22	-3%	0.2%	-6	3%	-1	8%	-5	10	10%
CCCCC(NS(=O)(=O)c1ccc(C)cc1)C(=O)Oc1ccc2c3c(c(=O)oc2c1)CCC3 (stereo not given)	4%	0	3%	-0.1%	-20	0%	-14	-24%	-1	-7	-12%
CCOCCCNC(=O)C(c1ccc(Cl)cc1)N(Cc1cccs1)C(=O)c1ccccn1 (stereo not given)	-1%	2	nt	-0.1%	2	10%	-16	-13%	3	27	4%
C=CCc1ccccc1OCC(CN1CCCCC1)OC(C)=O (stereo not given)	1%	14	2%	0.2%	9	-2%	-15	-21%	-1	2	18%
O=C(Nc1cccc(-c2nnc(-c3ccccc3)o2)c1)C1CCCO1 (stereo not given)	-8%	-4	-12%	-0.2%	8	1%	-14	3%	5	nt	-2%
N#CC1=C(SCC(=O)c2ccc(Br)cc2)NC2=C(C(=O)CCC2)C1c1ccco1 (stereo not given)	-2%	-8	0%	0.2%	-10	0%	1	?	-1	0	4%
COc1cc2c(cc1OC)CN(C(=O)c1ccc(S(=O)(=O)N3CCCCC3)cc1)CC2	-1%	-7	-1%	-3.4%	-3	-2%	-13	-13%	0	4	6%
COc1ccc(CN(C)C(C)C(=O)Nc2ccc(S(=O)(=O)N3CCOCC3)cc2)c(OC)c1 (stereo not given)	0%	-8	3%	0.3%	9	6%	10	?	2	19	-2%
O=C(Cc1ccc2cccnc2c1)c1ccc(O)cc1O	0%	8	12%	0.2%	-13	4%	10	6%	9	3	7%
CCCCn1cnc2c(cnn2-c2ccc(Cl)cc2)c1=O	2%	-2	-5%	-0.5%	0	0%	7	0%	0	-1	8%
CN1CCC(=NNC(=O)c2cc(-c3ccc(Cl)cc3)n[nH]2)CC1	-5%	-2	-9%	-1.0%	24	2%	-11	nt	-12	nt	-8%
Nc1c(N(Cc2ccco2)C(=O)COc2ccccc2F)c(=O)[nH]c(=O)n1Cc1ccccc1	2%	11	nt	-0.2%	33	nt	5	nt	nt	1	nt
CNc1ccc(/C=C/C(=O)c2cccc3ccccc23)cc1[N+](=O)[O-]	-1%	2	-5%	-0.1%	-34	-1%	-9	7%	-1	0	4%
CCn1c(=O)c2c(cnn2C)c2ccccc21	2%	-2	-1%	-0.3%	4	0%	39[activator]	-8%	-3	-3	16%
Cc1ccsc1CN(C)C(=O)c1ccc(Oc2ccccc2)cc1	3%	-1	-3%	0.8%	10	9%	-9	-22%	1	18	5%
Cc1ccc(NC(=O)Cc2cc(C(=O)O)c3ccccc3n2)c(C)c1	-2%	nt	0%	-0.4%	10	-2%	-10	0%	-2	3	-9%
O=C(O)C1CCN(c2nc(-c3ccccc3)nc3c2oc2ccccc23)CC1	0%	3	-2%	-1.4%	-1	2%	4	?	13	7	8%
CCCCOc1ccc(N(CC(=O)NC2CCCCC2)C(=O)CCC(=O)Nc2ccccn2)cc1	0%	-22	2%	0.2%	-13	12%	-3	-6%	1	1	-1%
CC1=N/C(=C\c2ccc([N+](=O)[O-])cc2)C(=O)N1c1ccc(Br)c(C)c1	6%	1	-3%	-0.1%	-22	-5%	62[activator]	?	3	-1	13%

Compound activity (PubChem)
